APP 5UTR inh – APP translation inhibition; SH-SY5Y APP 5'UTR-luciferase reporter, luminescence; inhibition, % at 2 µM; hit rate 0.82% among 190,000;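 active = inhibition above a set limit, derived from the sample mean plus 3 SD, cut at about 45% in these data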; also: values of inactives mirror those of a sister screen read the other way
FLuc stim CS – affects firefly luciferase, flagging false hits in luciferase stimulation screens; 200,000 tested, under 10 active; ATPlite luciferase biochemical, luminescence, 10 min; 0 = ATP-free wells, 1 = DMSO control; AID 1027; activation factor at 10 µM;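 active = luciferase activation factor, scaled between plate controls, of at least 2 with compound at 10 µM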
Target sequence (P08659 whole entry, looked up): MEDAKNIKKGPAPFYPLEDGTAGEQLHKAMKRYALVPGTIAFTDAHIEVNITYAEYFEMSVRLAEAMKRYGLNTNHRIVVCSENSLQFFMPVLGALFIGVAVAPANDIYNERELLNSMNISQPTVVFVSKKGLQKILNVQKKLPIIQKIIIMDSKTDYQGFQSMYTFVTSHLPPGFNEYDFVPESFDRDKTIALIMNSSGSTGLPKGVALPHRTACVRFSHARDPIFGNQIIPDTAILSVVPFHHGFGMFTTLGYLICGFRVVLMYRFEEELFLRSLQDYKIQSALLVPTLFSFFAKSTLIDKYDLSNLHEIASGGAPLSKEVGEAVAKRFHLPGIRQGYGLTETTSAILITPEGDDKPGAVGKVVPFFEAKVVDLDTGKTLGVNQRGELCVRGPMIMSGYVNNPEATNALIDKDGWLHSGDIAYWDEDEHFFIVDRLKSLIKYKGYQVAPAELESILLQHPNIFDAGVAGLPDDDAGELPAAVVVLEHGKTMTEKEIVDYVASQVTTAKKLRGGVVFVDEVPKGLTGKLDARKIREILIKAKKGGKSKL
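System: cell-free luciferase reagent; medium: PBS as buffer for the ATP substrate; doses: test compounds dosed from 2 mM stocks in 100% DMSO; incubation: 10 min, room temperature; measured by: luminescence from luciferase reaction; read-out: luciferase activation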
Diaphorase act – activates diaphorase or chemically reduces, flagging diaphorase assay artifacts | Diaphorase/resazurin coupled assay, resorufin fluorescence, 16 min; active compounds read high; 1 = vehicle wells, 0 = NADH-free wells | activation factor at 20 µM | hit rate 0.005% among 190,000;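 active = diaphorase activity raised at least twofold by the compound at 20 µM; inactive = activation factor below 2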
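Measured by – red resorufin fluorescence at 544/590 nm excitation/emission · Test system – Clostridium kluyveri diaphorase, purified enzyme · Incubation – reaction time 16 min, room temperature · Buffer or medium – 50 mM HEPES pH 7.4 with 4.542 mM MgCl2, 0.005% Tween 20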
Diaphorase inh – counter-screen for diaphorase-based assays: diaphorase inhibitors and chemical oxidizers | diaphorase resazurin-to-resorufin fluorescence, NADH, 16 min; bacterial (C. kluyveri) enzyme, not human | inhibition, % at 20 µM | hit rate 0.69% among 190,000 | AID 1217;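 active = primary screen inhibition at 20 µM above a set limit, cut at about 50% in these data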;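 also: plate controls were DMSO with full reaction for no effect and wells lacking NADH for full effect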
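Test system: diaphorase enzyme from Clostridium kluyveri; amount: diaphorase at 0.14 U/mL in enzyme working solution; detection: fluorescence of resorufin formed from resazurin, Ex 544/Em 590 nm; times: reaction incubation of 16 min at room temperature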
G6PDH CS – counter-screen for G6PDH assay hits: L. mesenteroides G6PDH inhibition | Purified L. mesenteroides G6PDH, diaphorase/resazurin coupled fluorescence, 45 min | inhibition, % at 5 µM | hit rate 0.12% among 200,000 | AID 1020; in the data active = inhibition above about 50%
APP 5'UTR act – APP 5'UTR luciferase reporter activation; SH-SY5Y APP 5'UTR luciferase reporter, luminescence; zero percent = DMSO vehicle wells; activation, % at 2 µM; hit rate 1% among 190,000;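 active = activation above a set limit, based on mean plus 3 SD of controls, cut at about 140% in these data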; also: values of inactives mirror those of a sister screen read the other way
FLuc inhib CS – Photinus pyralis luciferase inhibition counter-screen; ATPLite firefly luciferase biochemical luminescence, 10 min; hit rate 1.5% among 200,000; AID 1006; inhibition, % at 10 µM; P08659;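 active = inhibition above about 50% when tested at 10 µM, limit read from the data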
NF-kB neuron act – compounds increasing NF-kB expression in human neuronal cells; hit rate 1.6% among 190,000; NF-kB reporter expression; active compounds read high; fold change at 12.5 µM; AID 1239; in the data active = fold change above about 3.3
TLR4 MyD88 comp – blocks binding of human TLR4 to MyD88; HeLa CL3-4 TLR4/MyD88 BLA complementation, FRET ratio; hit rate 0.18% among 200,000; O00206+Q99836; AID 861; inhibition, % at 8.4 µM; in the data active = inhibition above about 25%;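 also: 0% = vehicle and 100% = reference inhibitor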
STAT1 activator – increases IFN-gamma driven STAT1 reporter signal; NIH 3T3 STAT1-luciferase reporter, luminescence; 100% = IFN-gamma alone, no compound; activation (% of control), % at 5.5 µM; hit rate 2.6% among 200,000; AID 932;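 active = activation above the screen-wide mean activation plus 3 SD, cut at about 130% in these data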;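 also: raw ratio to IFN-gamma control signal so 100% means no change and 0% no light; values of inactives mirror those of a sister screen read the other way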
An asterisk follows results filed as active.

Short keys – A = APP 5UTR inh; B = FLuc stim CS; C = Diaphorase act; D = Diaphorase inh; E = G6PDH CS; F = APP 5'UTR act; G = FLuc inhib CS; H = NF-kB neuron act; I = TLR4 MyD88 comp; J = STAT1 activator
O=C(O)CCC(=O)NNC(=O)COc1ccc(Cl)cc1Cl
  A: 7.2	B: 1	C: 1	D: -2.0	E: 2.1	F: -7.2	G: 2.3	H: 1.12	I: 8.8	J: 101.2

O=c1cc(-c2ccc([N+](=O)[O-])cc2)nc2cc(-c3ccc(F)cc3)[nH]n12
  A: 2.7	B: 1	C: 0.9	D: 7.7	E: 13.6	F: -2.6	G: -1.7	H: 1.2	I: -0.6	J: 93.6

CC(=O)C1=C(O)C(=O)N(CCN(C)C)C1c1ccc(Cl)cc1 (stereo unspecified)
  A: 2.0	B: 1.1	C: 0.9	D: 13.3	E: -0.2	F: -2.0	G: -8.3	H: 1.07	I: 13.7	J: 98.2

O=C(NCCSc1ccc(Cl)cc1)c1ccc(CN2CCOCC2)cc1
  A: 6.0	B: 1	C: 0.8	D: 15.8	E: 10.0	F: -6.0	G: -2.8	H: 1.27	I: 4.7	J: 98.6

O=C(O)c1ccccc1-c1nc2ccccc2[nH]1
  A: -15.9	B: 0.7	C: 0.9	D: 6.1	E: 2.4	F: 15.9	G: 30.0	H: 1.19	I: -10.1	J: 106.0

CCS(=O)(=O)NC(C)C(c1cccs1)N1CCN(c2ccc(OC)cc2)CC1 (stereo unspecified)
  A: 12.4	B: 1	C: 0.9	D: 9.9	E: 2.0	F: -12.4	G: -1.6	H: 1.03	I: 11.0	J: 106.0

C=CCn1cc(C(C)=O)c(=O)[nH]c1=O
  A: -14.1	B: 1.1	C: 1	D: -0.3	E: -3.5	F: 14.1	G: -5.5	H: 1.09	I: 1.7	J: 87.8

Cc1cccc(C)c1Nc1c(-c2ccsc2)nc2ncccn12
  A: 11.8	B: 1	C: 0.7	D: 27.7	E: 3.1	F: -11.8	G: -2.6	H: 1.07	I: -15.9	J: 92.1

O=C1CN(S(=O)(=O)c2ccccc2)CC(=O)N1CCc1ccccc1
  A: -4.5	B: 1	C: 0.9	D: 14.3	E: -11.4	F: 4.5	G: -3.6	H: 1.29	I: -6.0	J: 106.2

CC(C)N1CCN(Cc2cccc(-c3ccco3)c2)CC1CCO (stereo unspecified)
  A: -3.4	B: 1.1	C: 0.9	D: 8.7	E: 5.0	F: 3.4	G: -5.6	H: 0.87	I: 4.2	J: 100.9

N#CC1=C(C=Nc2ccccc2O)CCC1
  A: 15.3	B: 1	C: 0.9	D: 9.7	E: -9.8	F: -15.3	G: -4.1	H: 1.36	I: -9.5	J: 105.1

C/C(=N\NC(=S)NCc1ccccc1)c1ccc(Br)cc1
  A: -9.9	B: 1	C: 0.9	D: 14.0	E: 5.6	F: 9.9	G: -2.1	H: 1.1	I: 0.9	J: 101.5

CCOC(=O)C1=C(Nc2cccc(Cl)c2)OCC1=O
  A: -6.7	B: 1.1	C: 0.9	D: 14.2	E: 0.6	F: 6.7	G: -7.3	H: 1.18	I: 15.7	J: 98.2

O=C(CN1CCN(c2ccccn2)CC1)NC1CCCC1
  A: -6.5	B: 1	C: 0.9	D: 14.7	E: 13.5	F: 6.5	G: -3.2	H: 1.09	I: -4.5	J: 101.2

Cc1ccc(/C=N/n2c(C)n[nH]c2=S)o1
  A: 11.2	B: 1	C: 0.9	D: 14.2	E: -3.7	F: -11.2	G: 0.1	H: 1.08	I: -7.4	J: 101.8

CCc1ccc(OCC2c3cc(OC)c(OC)cc3CCN2C(=S)NC)cc1 (stereo unspecified)
  A: -1.4	B: 1.1	C: 0.7	D: 26.7	E: 0.1	F: 1.4	G: -7.0	H: 1.3	I: 1.6	J: 96.3

COc1ccc(-c2ccc(SCC(=O)N3CCCC3)nn2)cc1OC
  A: -0.7	B: 1	C: 0.9	D: 12.5	E: -2.1	F: 0.7	G: 2.5	H: 0.88	I: 7.1	J: 94.5

O=C(O)c1ccccc1Nc1ccc([N+](=O)[O-])cc1
  A: -2.5	B: 1.1	C: 1	D: -1.2	E: -3.7	F: 2.5	G: -6.3	H: 2.27	I: -7.5	J: 139.3*

Cn1nc([N+](=O)[O-])nc1Sc1nnc(-c2ccccc2)o1
  A: 94.6*	B: 1.1	C: 1	D: -2.7	E: 1.3	F: -94.6	G: -8.9	H: 2.39	I: 10.6	J: 85.0

COc1ccc(N2CCN(C(=O)C(C)(C)Oc3ccc(Cl)cc3)CC2)cc1
  A: -15.2	B: 1	C: 0.8	D: 24.2	E: 9.5	F: 15.2	G: 2.7	H: 0.81	I: -11.5	J: 98.2

COCc1cc(C)nc(Nc2ccccc2C)c1C#N
  A: -9.8	B: 1	C: 1	D: 4.5	E: 9.7	F: 9.8	G: 2.5	H: 1.58	I: 8.5	J: 101.2

COc1ccc(Br)cc1C1Nc2ccccc2C(=O)N1NC(=O)c1ccncc1 (stereo unspecified)
  A: 1.1	B: 1	C: 1	D: 2.5	E: 13.3	F: -1.1	G: -1.4	H: 0.58	I: -5.5	J: 95.4

CC1(C)CC(=O)c2cc(C(=O)NCc3ccco3)c(=O)n(-c3ccc(Cl)cc3)c2C1
  A: -5.0	B: 1	C: 1	D: 0.2	E: 3.5	F: 5.0	G: 0.3	H: 1.25	I: 7.1	J: 101.5

O=C(CSc1nc2ccsc2c(=O)n1Cc1ccc(C(=O)O)cc1)NCC1CCCO1 (stereo unspecified)
  A: -2.7	B: 1	C: 1	D: 4.7	E: 1.8	F: 2.7	G: -2.5	H: 1.1	I: -9.5	J: 96.9

COC(=O)c1sc(NC(=O)c2ccc(Cn3cc(Cl)cn3)o2)c(C#N)c1C
  A: -1.2	B: 1.1	C: 0.8	D: 17.7	E: 3.3	F: 1.2	G: -9.1	H: 0.85	I: -12.5	J: 94.3

CCOC(=O)c1ccc(-n2c(CN3CCN(CCO)CC3)nc3ccc([N+](=O)[O-])cc3c2=O)cc1
  A: -1.8	B: 1	C: 0.9	D: 9.0	E: 4.4	F: 1.8	G: -1.7	H: 0.99	I: 4.0	J: 96.2

O=C(Nc1cccc(Cl)c1Cl)C1CC(=O)N(c2ccc(Br)cc2)C1 (stereo unspecified)
  A: 4.2	B: 1	C: 1	D: -2.6	E: -2.2	F: -4.2	G: -4.5	H: 1.09	I: 7.8	J: 89.3

COc1cc2c3c(c1OC)C1(C=CC(=NO)C=C1)CC3N(C(C)=O)CC2 (stereo unspecified)
  A: 10.4	B: 1.1	C: 1	D: 1.7	E: -0.7	F: -10.4	G: -6.8	H: 1	I: -2.7	J: 98.9

COc1cccc(C(=O)Nc2nnc(-c3cccs3)s2)c1
  A: -55.5	B: 0.9	C: 1	D: 0.0	E: 3.8	F: 55.5	G: 10.3	H: 3.29	I: -3.1	J: 101.9

c1ccc2c(c1)nc(-c1ccncc1)n1nnnc21
  A: -17.3	B: 1.1	C: 0.8	D: 15.1	E: -0.6	F: 17.3	G: -9.1	H: 0.98	I: -2.4	J: 102.4

Reformatted tab-delimited: eight of the compounds above
smiles	APP 5UTR inh	FLuc stim CS	Diaphorase act	Diaphorase inh	G6PDH CS	APP 5'UTR act	FLuc inhib CS	NF-kB neuron act	TLR4 MyD88 comp	STAT1 activator
CC1(C)CC(=O)c2cc(C(=O)NCc3ccco3)c(=O)n(-c3ccc(Cl)cc3)c2C1	-5.0	1	1	0.2	3.5	5.0	0.3	1.25	7.1	101.5
O=C(CSc1nc2ccsc2c(=O)n1Cc1ccc(C(=O)O)cc1)NCC1CCCO1 (stereo unspecified)	-2.7	1	1	4.7	1.8	2.7	-2.5	1.1	-9.5	96.9
COC(=O)c1sc(NC(=O)c2ccc(Cn3cc(Cl)cn3)o2)c(C#N)c1C	-1.2	1.1	0.8	17.7	3.3	1.2	-9.1	0.85	-12.5	94.3
CCOC(=O)c1ccc(-n2c(CN3CCN(CCO)CC3)nc3ccc([N+](=O)[O-])cc3c2=O)cc1	-1.8	1	0.9	9.0	4.4	1.8	-1.7	0.99	4.0	96.2
O=C(Nc1cccc(Cl)c1Cl)C1CC(=O)N(c2ccc(Br)cc2)C1 (stereo unspecified)	4.2	1	1	-2.6	-2.2	-4.2	-4.5	1.09	7.8	89.3
COc1cc2c3c(c1OC)C1(C=CC(=NO)C=C1)CC3N(C(C)=O)CC2 (stereo unspecified)	10.4	1.1	1	1.7	-0.7	-10.4	-6.8	1	-2.7	98.9
COc1cccc(C(=O)Nc2nnc(-c3cccs3)s2)c1	-55.5	0.9	1	0.0	3.8	55.5	10.3	3.29	-3.1	101.9
c1ccc2c(c1)nc(-c1ccncc1)n1nnnc21	-17.3	1.1	0.8	15.1	-0.6	17.3	-9.1	0.98	-2.4	102.4

(cont.)
Short keys – A = APP 5UTR inh; B = FLuc stim CS; C = Diaphorase act; D = Diaphorase inh; E = G6PDH CS; F = APP 5'UTR act; G = FLuc inhib CS; H = NF-kB neuron act; I = TLR4 MyD88 comp; J = STAT1 activator
NC(=O)C1CCN(C(c2ccccc2)c2nnnn2C2CCCC2)CC1 (stereo unspecified)
  A: 17.4	B: 1	C: 1.1	D: -9.6	E: 8.1	F: -17.4	G: -2.0	H: 1.04	I: 1.3	J: 103.6

CC1=C(C(=O)N(C)C)C(c2cccs2)NC(=O)N1 (stereo unspecified)
  A: -4.0	B: 1.1	C: 0.9	D: 5.9	E: 5.1	F: 4.0	G: -8.3	H: 1.02	I: 2.2	J: 98.6

COC(=O)C1=C(C)NC(=O)CC1c1cccc(OC)c1OC (stereo unspecified)
  A: 24.0	B: 1.1	C: 0.8	D: 17.1	E: 14.0	F: -24.0	G: -5.7	H: 1.12	I: -3.7	J: 101.6

COC(=O)CCCNC(=O)c1ccc2[nH]c(C)c(C)c2c1
  A: -9.8	B: 1	C: 0.9	D: 6.7	E: -3.9	F: 9.8	G: -0.1	H: 1	I: 9.4	J: 96.9

CCN(CC)S(=O)(=O)c1cc(C(=O)N2CCc3ccccc32)ccc1Cl
  A: 9.7	B: 1	C: 0.9	D: 7.2	E: 6.7	F: -9.7	G: -3.3	H: 0.52	I: 4.0	J: 93.7

NC(=O)NCCCC(NC(=O)c1ccc(C#CC2(O)CCCCC2)cc1)C(=O)O (stereo unspecified)
  A: 4.8	B: 1	C: 1.1	D: -5.7	E: 7.0	F: -4.8	G: -1.2	H: 1.03	I: -10.0	J: 95.9

CCCCC(=O)N1CCN(c2ccc(OC)cc2[N+](=O)[O-])CC1
  A: -23.3	B: 1	C: 1	D: 3.6	E: 2.0	F: 23.3	G: -4.7	H: 0.94	I: 7.7	J: 103.1

CC1CCCCN1C(=O)c1cccc(NC(=O)c2ccccc2)c1 (stereo unspecified)
  A: -9.3	B: 1	C: 1.1	D: -5.9	E: 17.5	F: 9.3	G: -2.2	H: 1.19	I: 6.3	J: 101.1

Fc1cccc(NC(=S)NCCc2ccccc2)c1
  A: -31.6	B: 1	C: 0.9	D: 13.4	E: 14.2	F: 31.6	G: -1.6	H: 1.7	I: -8.8	J: 88.5

CCOC(=O)c1c(C)[nH]c(C(=O)OCC(=O)N2CCN(S(=O)(=O)c3ccccc3)CC2)c1C
  A: -1.7	B: 1	C: 0.9	D: 13.5	E: 4.6	F: 1.7	G: -0.6	H: 0.68	I: -1.3	J: 101.0

Screening data (PubChem BioAssay)
